Tau fluor cs: counter-screen for tau fibril formation inhibitors; 280,000 compounds, 0.93% hits; Potency, µM (top dose mostly 57.7 µM), for inactives: at the top dose activity change, negative = decrease; AID 1463; tau K18 P301L Alexa594 fluorescence, heparin fibrillization; further: on the % scale 0 is the no-effect control and ±100 the full control effect; nearly all actives have a fitted effect of over 55% in size
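Human K18 P301L tau (15 uM unlabeled plus 0.24 uM Alexa 594-labeled, final) in 100 mM sodium acetate pH 7 was mixed with compound and 20 uM heparin and incubated 6 hr at 37 C.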
Tau FP inhib: tau fibrillization inhibition (FP); P10636; K18 P301L tau heparin fibrillization, Alexa594 FP, 6 h; Potency, µM (top dose mostly 57.7 µM), without a hit: at the top dose activity, negative = inhibition, usual class: inhibitors; 280,000 compounds, 0.39% hits; further: on the % scale 0 is the no-effect control and ±100 the full control effect; nearly all actives have a fitted effect of over 55% in size
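Steps: dispense K18 P301L tau (15 uM plus 0.24 uM Alexa 594 tracer, final) in pH 7 sodium acetate; add compound; add heparin (20 uM final); incubate 6 hr, 37 C; add ThT (30 uM final); after 1 hr ambient, read FP.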
TR SRC2 fluor cs: alters Texas Red total fluorescence, flagging assay interference | TRb/SRC2 Texas Red total fluorescence interference | Potency, µM (doses to about 106 µM), inactives show top-dose fluorescence change, negative = quenching | 280,000 compounds, 0.29% hits; active means well fitted curve in either direction with a large enough effect; inconclusive means small, poorly fitted or top-dose-only effect; further: on the % scale 0 is the no-effect control and ±100 the full control effect
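Human TRβ ligand-binding domain (0.6 uM) and Texas Red SRC2 peptide (20 nM) in Tris buffer with 1 uM T3 and 5% DMSO were incubated with pinned compound for 5 hr at ambient temperature. Total fluorescence was computed as S + 2P (555/632 nm).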
RECQ1 helicase: inhibitors of human RECQ1 DNA helicase. RECQ1 DNA unwinding, red fluorescence kinetic read. Potency, µM (highest dose often 57.3 µM), inactives show at the highest dose activity, negative = inhibition, usual class: inhibitors. 240,000 compounds, 0.54% hits. AID 2549;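 further: plate controls were vehicle for no effect and no enzyme for full effect; nearly all actives have a fitted effect of over 30% in size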
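RECQ1T1 50 nM; forked duplex (20 bp + 30-nt ss tails) 200 nM, ATP 2 mM final; pH 8.0, 2 mM MgCl2, 2.5 ug/ml poly(dI-dC); 15 min compound preincubation; discontinuous kinetic read over 2 h at RT.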
HTT cytoprotect: Huntington cell model cytoprotection by ATP luminescence | 230,000 compounds, 0.14% hits | PC12 HTT-Q103 induced, cytoprotection, ATP luminescence, 40 h | Potency, µM (titrated, usually from 56.4 µM), for inactives: cytoprotection (ATP increase), actives largely listed as activators | AID 1471;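 further: % of control where 0% means no effect; nearly all actives have a fitted effect of over 45% in size; toxic huntingtin expression switched on by the ecdysone agonist tebufenozide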
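ATP quantification (ATPlite) reports survival of PC12 cells in which tebufenozide, 100 nM final, switches on Htt exon 1 with 103 glutamines linked to GFP; compounds are titrated.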
TRb SRC2 PPI: disrupts binding of human TR beta to SRC2; TRbeta-SRC2 peptide binding, fluorescence polarization; receptor liganded with 1 µM T3; P10828; 280,000 compounds, 0.065% hits; Potency, µM (top dose mostly 106 µM), inactives show at the top dose activity change, negative = inhibition, actives largely listed as inhibitors; AID 1469;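 further: plate controls were bound peptide for no effect and peptide without receptor for full effect; nearly all actives have a fitted effect of over 50% in size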
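Polarization signal, normalized between peptide-alone and full complex controls, measured compound effects on T3-liganded human TRb LBD (0.6 uM) binding 20 nM Texas Red SRC2 peptide after 5 hr.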
Tau ThT inhib: tau fibrillization inhibition (ThT binding). P10636. recombinant tau K18 P301L (four-repeat tau fragment), heparin-induced fibrillization, ThT fluorescence. Potency, µM (top dose mostly 57.4 µM), for the others: at the top dose activity, negative = inhibition, actives largely listed as inhibitors. 270,000 compounds, 2.1% hits. AID 1460; further: on the % scale 0 is the no-effect control and ±100 the full control effect; nearly all actives have a fitted effect of over 55% in size
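Recombinant human tau K18 fragment […] carrying P301L, 15 uM unlabeled plus 0.24 uM Alexa 594-labeled, was fibrillized with 20 uM heparin in 100 mM sodium acetate pH 7 for 6 hr at 37 C; 30 uM ThT fluorescence read after 1 hr.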
L3MBTL1 block: inhibitors of human L3MBTL1 | Q9Y468 | AlphaScreen L3MBTL1–H3K9me1 peptide binding | Potency, µM (highest dose often 57.1 µM), inactives show top-dose activity, negative = inhibition, usual class: inhibitors | 230,000 compounds, 0.66% hits | AID 485360; further: on the % scale 0 is the no-effect control and ±100 the full control effect; nearly all actives have a fitted effect of over 60% in size
Target sequence (Q9Y468 whole entry, looked up): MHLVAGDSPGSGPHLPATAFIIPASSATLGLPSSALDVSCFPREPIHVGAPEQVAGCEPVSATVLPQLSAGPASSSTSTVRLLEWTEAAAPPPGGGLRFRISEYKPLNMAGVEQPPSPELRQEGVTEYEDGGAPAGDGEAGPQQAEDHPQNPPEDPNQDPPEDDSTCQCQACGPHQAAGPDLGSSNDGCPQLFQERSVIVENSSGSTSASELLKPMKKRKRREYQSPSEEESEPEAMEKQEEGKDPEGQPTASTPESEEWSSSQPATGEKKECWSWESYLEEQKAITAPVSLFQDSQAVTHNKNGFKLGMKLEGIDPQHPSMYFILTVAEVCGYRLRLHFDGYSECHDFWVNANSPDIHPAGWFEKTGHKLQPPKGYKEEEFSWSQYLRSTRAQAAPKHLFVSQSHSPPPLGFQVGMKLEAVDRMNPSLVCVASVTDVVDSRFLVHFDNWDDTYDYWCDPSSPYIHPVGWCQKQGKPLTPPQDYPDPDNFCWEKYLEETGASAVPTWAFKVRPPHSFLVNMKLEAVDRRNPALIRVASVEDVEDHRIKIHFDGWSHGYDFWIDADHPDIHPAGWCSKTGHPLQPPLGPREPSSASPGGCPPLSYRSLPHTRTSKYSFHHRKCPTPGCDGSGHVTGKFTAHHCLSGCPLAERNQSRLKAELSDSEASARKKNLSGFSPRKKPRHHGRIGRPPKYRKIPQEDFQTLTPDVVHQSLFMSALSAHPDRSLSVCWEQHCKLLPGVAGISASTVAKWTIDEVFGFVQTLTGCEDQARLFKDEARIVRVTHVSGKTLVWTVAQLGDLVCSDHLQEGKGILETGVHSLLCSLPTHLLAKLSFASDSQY
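Displacement of a biotinylated histone H3(1-15) peptide monomethylated at Lys9 (75 nM) from L3MBTL1 (50 nM) was measured by AlphaScreen after a 30 min room-temperature compound incubation; cefsulodin titration served as intraplate control.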
Starred values were filed as active, the others as inactive; i = inactive; ? = inconclusive; . = no result given; [ ] = dose if it differs, or a comment. Unless noted, the call rests on the fitted dose curve; in most records, active means well fitted curve in the direction sought with a large enough effect; inconclusive means small, poorly fitted or top-dose-only effect, or another doubt; inactive means no such curve, though single readings can be large; an effect the other way counts as inactive or inconclusive. Potency means the concentration at half of the fitted maximal effect.

SMILES	Tau fluor cs	Tau FP inhib	TR SRC2 fluor cs	RECQ1 helicase	HTT cytoprotect	TRb SRC2 PPI	Tau ThT inhib	L3MBTL1 block
Cc1ccc(OCCCCNC2CCCC(C)C2C)c(C)c1 (configuration not stated)	-1%	1%	1%	-2%	-34%	4%	-5%	-6%
O=c1[nH]ncc(N2CCN(Cc3ccccc3)CC2)c1Cl	7%[2.34 µM]	8%[2.34 µM]	-4%	i	18%[10 µM]	0%	-1%	8%
Cc1csc(SC(C)C(=O)Nc2ccc(S(=O)(=O)N3CCCC3)cc2)n1 (configuration not stated)	-14%	-3%	-1%	-5%	-18%	-5%	-11%	13%[11.4 µM]
COc1ccc(-c2cccc(C(=O)NCC(=O)O)c2)cc1	-9%	-10%	-5%	-10%	-31%[10 µM]	2%	-7%	.
CC(C)(C)OC(=O)N/N=C\c1ccc([N+](=O)[O-])s1	?	11%	-5%	0%	-108%[inhibitor]	-2%	?	.
CCCc1nc(SCC(=O)Nc2ccccc2OC)c2c(=O)n(C)c(=O)n(C)c2n1	-10%	-7%	-3%	2%	-1%	-7%	-20%	1%
c1ccc2c(c1)ncn2CCCOc1ccc2c(c1)CCC2	-18%	-3%	-6%	-18%	1%	-14%	?	.
N#C/C(=C/c1ccc(Sc2nc3ccccc3[nH]2)o1)c1ccccc1F	?	?	-1%	i	-34%	-2%	?	.
CC(CCc1ccccc1)NC(=O)C1CCN(S(=O)(=O)N2CCCCC2)CC1 (configuration not stated)	-17%	?	0%	i	-21%	-7%	-12%	3%
CC(=O)NC1(c2ccccc2)CCN(C(=O)N2CCOCC2)CC1	-7%	-2%	-1%	-9%	-2%	0%	-12%	.
CC(C)CC(C(=O)NC(C)(C)C)N(Cc1cccs1)C(=O)c1snc(C(N)=O)c1N (configuration not stated)	2%	-1%	-3%	11%	-47%[inhibitor]	-3%	7%	3%
CCOC(=O)C1CCN(Cc2ccc(OC)cc2OC)CC1	8%	-2%	0%	-7%	-10%[10 µM]	0%	5%	-6%

Another view of part of the listing above:
| SMILES | Tau fluor cs | Tau FP inhib | TR SRC2 fluor cs | RECQ1 helicase | HTT cytoprotect | TRb SRC2 PPI | Tau ThT inhib | L3MBTL1 block |
| --- | --- | --- | --- | --- | --- | --- | --- | --- |
| CCCc1nc(SCC(=O)Nc2ccccc2OC)c2c(=O)n(C)c(=O)n(C)c2n1 | -10% | -7% | -3% | 2% | -1% | -7% | -20% | 1% |
| c1ccc2c(c1)ncn2CCCOc1ccc2c(c1)CCC2 | -18% | -3% | -6% | -18% | 1% | -14% | ? | . |
| N#C/C(=C/c1ccc(Sc2nc3ccccc3[nH]2)o1)c1ccccc1F | ? | ? | -1% | i | -34% | -2% | ? | . |
| CC(CCc1ccccc1)NC(=O)C1CCN(S(=O)(=O)N2CCCCC2)CC1 (configuration not stated) | -17% | ? | 0% | i | -21% | -7% | -12% | 3% |

The listing continues.
SMILES	Tau fluor cs	Tau FP inhib	TR SRC2 fluor cs	RECQ1 helicase	HTT cytoprotect	TRb SRC2 PPI	Tau ThT inhib	L3MBTL1 block
CCc1c(C)nc(Nc2nc(C)c3cc(OC)ccc3n2)[nH]c1=O	-13%	-14%	1%	-7%	-13%	0%	-14%	-2%
S=C(NCC1COc2ccccc2O1)Nc1ccccc1 (configuration not stated)	4%	-1%	1%	24%	-2%	4%	11%	-8%
O=C(O)C(Cc1ccccc1)N1C(=O)CCC1=O (configuration not stated)	0%	2%	1%	0%	-10%	-1%	-3%	3%
Cc1cc(SCC(=O)c2cc(C)n(C)c2C)nc2ccccc12	-3%	1%	-6%	-10%	2%[10 µM]	-4%	12%	11%
CCNCCNC(=O)c1c(O)c2c([nH]c1=O)CCCC2	9%	-2%	0%	i	9%	-3%	6%	0%
CCOC(=O)Nc1ccc2c(c1)Sc1ccccc1N2C(=O)CCN1CCOCC1	-5%	6%	1%	10%	-27%	1%	-18%	-3%
COc1cc(NC(=O)CSc2nnc3c(C)cc4c(C)ccc(C)c4n23)c(C(=O)O)cc1OC	-12%	-4%	-2%	i	8%[10 µM]	-4%	-10%	8%
O=C(CCNC(=O)c1ccccc1Cl)Nc1nc(-c2ccc3ccccc3c2)cs1	-29%	-12%	0%	-10%	.	-9%	?	3%
Cc1cc2c(cc1S(=O)(=O)Nc1cccc(C#N)c1)OCC(=O)N2	-3%	-4%	-1%	.	.	-2%	1%	.
CC1(C)CC(N2CCN(Cc3ccccc3)CC2)=CC(=[N+]2CCCCC2)C1	-1%	-1%	-2%	i	-41%[10 µM]	-5%	-10%	.
O=c1c2cc3c(cc2[nH]c(=S)n1C1CCN(Cc2ccccc2)CC1)OCO3	-14%	6%	0%	-1%	-31%[inhibitor]	3%	-10%	.

Profiles, quoted from the list:
O=c1c2cc3c(cc2[nH]c(=S)n1C1CCN(Cc2ccccc2)CC1)OCO3 is listed as Tau fluor cs: -14%; Tau FP inhib: 6%; TR SRC2 fluor cs: 0%; RECQ1 helicase: -1%; HTT cytoprotect: -31%[inhibitor]; TRb SRC2 PPI: 3%; Tau ThT inhib: -10%; L3MBTL1 block: .
O=C(CCNC(=O)c1ccccc1Cl)Nc1nc(-c2ccc3ccccc3c2)cs1 is listed as Tau fluor cs: -29%; Tau FP inhib: -12%; TR SRC2 fluor cs: 0%; RECQ1 helicase: -10%; HTT cytoprotect: .; TRb SRC2 PPI: -9%; Tau ThT inhib: ?; L3MBTL1 block: 3%
CC1(C)CC(N2CCN(Cc3ccccc3)CC2)=CC(=[N+]2CCCCC2)C1 is listed as Tau fluor cs: -1%; Tau FP inhib: -1%; TR SRC2 fluor cs: -2%; RECQ1 helicase: i; HTT cytoprotect: -41%[10 µM]; TRb SRC2 PPI: -5%; Tau ThT inhib: -10%; L3MBTL1 block: .

Bioassay records deposited in PubChem BioAssay by National Center for Advancing Translational Sciences (NCATS).

These rows are one share of the data. The share of hits here may be higher or lower than overall.
